# tim10-1 inh – growth inhibitors of tim10-1 mutant yeast, primary screen, luminescence, uHTS | S. cerevisiae tim10-1 ts strain growth, BacTiter-Glo, 24 h | inhibition, % at 20 µM | actives 2.2% (n = 330,000);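 active means inhibition of at least 40%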;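 further: mutant grown at 25 °C; 0% = DMSO wells with yeast and 100% = wells holding no yeast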
# CXCR6 block – CXCR6 receptor inhibitors, primary screen, cell-based, beta-arrestin, luminescence, CHO-K1 PathHunter, 1536-well; inhibition, % at 20 µM; actives 0.36% (n = 360,000); in the data active means inhibition above about 34%, passing the limit was not always enough;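 further: antagonist mode with CXCL16 agonist at 10 nM final; 0% = 10 nM CXCL16 with DMSO and 100% = unstimulated wells without agonist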
# Target sequence (O00574 whole entry, looked up): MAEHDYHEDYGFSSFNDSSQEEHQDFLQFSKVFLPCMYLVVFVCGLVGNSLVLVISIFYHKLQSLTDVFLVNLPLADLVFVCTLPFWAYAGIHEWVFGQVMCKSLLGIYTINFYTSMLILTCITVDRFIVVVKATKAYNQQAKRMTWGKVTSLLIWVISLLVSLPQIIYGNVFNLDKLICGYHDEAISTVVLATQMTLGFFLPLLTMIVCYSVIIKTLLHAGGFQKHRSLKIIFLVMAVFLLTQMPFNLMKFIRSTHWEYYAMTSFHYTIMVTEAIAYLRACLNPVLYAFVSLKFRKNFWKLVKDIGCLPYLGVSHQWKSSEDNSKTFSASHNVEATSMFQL
# TIM10 inh – growth inhibitors of isogenic TIM10 control yeast, primary screen, counter-screen for tim10-1 yeast inhibitor project, luminescence, uHTS; inhibition, % at 10 µM; AID 463195, 2010; actives 1.4% (n = 330,000); S. cerevisiae TIM10 strain growth, BacTiter-Glo luminescence, 24 h;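 active means inhibition of 40% or more at the single tested concentration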;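 further: wild-type TIM10 isogenic control strain grown at permissive 25 °C; 0% = DMSO yeast wells and 100% = minimal medium wells without yeast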
# XBP1 UPR activ – activators of adaptive XBP1 UPR arm, primary screen, cell-based, CHO-XBP1 luciferase reporter, luminescence, uHTS; IRE1-XBP1 UPR activation; percent of tunicamycin response, DMSO as zero; activation, % at 20 µM; actives 0.33% (n = 330,000);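 active means versus positive control, 20 µM dose yields 30% or more activation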;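 further: 100% = tunicamycin at 10 µg/mL and 0% = DMSO only wells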
#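 Assay system: CHO-XBP1 luciferase reporter cells; Schedule: 6 h treatment, 37 °C; Detection: glow luminescence from Steady-Glo reagent; Benchmarks: high control tunicamycin 10 µg/mL final, low control DMSO vehicle only.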
# CHOP UPR activ – activators of apoptotic CHOP UPR arm, primary screen, cell-based, CHO-CHOP luciferase reporter, luminescence, uHTS | UPR activation; percent of tunicamycin response over DMSO baseline | activation, % at 10 µM | actives 0.34% (n = 330,000) | AID 449763, 2010;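 active means at 10 µM dose, activation of 40% or more, normalized to positive control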;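 further: 100% = tunicamycin at 10 µg/mL and 0% = DMSO alone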
#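 System: CHO-CHOP luciferase reporter cell line; amount: 500 cells/well; buffer or medium: F12 medium containing 10% fetal bovine serum; incubation: 6 h compound exposure at 37 °C after overnight seeding; measured by: luciferase luminescence after 10 min with Steady-Glo reagent; evaluation: % reporter activation, DMSO baseline versus tunicamycin full activation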
# APJ antagonist – antagonists of human apelin receptor APJ, primary screen, CHO-K1 cells, beta-arrestin complementation, luminescence | inhibition, % at 20 µM | AID 2521, 2010 | P35414 | actives 0.32% (n = 330,000);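 active means inhibition above about 40% at 20 µM, limit read from the data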;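 further: cells challenged with 10 nM apelin-13 agonist together with compound; plate controls were apelin-13 plus DMSO wells for no effect and DMSO wells lacking apelin-13 for full effect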
# Target sequence (P35414 whole entry, looked up): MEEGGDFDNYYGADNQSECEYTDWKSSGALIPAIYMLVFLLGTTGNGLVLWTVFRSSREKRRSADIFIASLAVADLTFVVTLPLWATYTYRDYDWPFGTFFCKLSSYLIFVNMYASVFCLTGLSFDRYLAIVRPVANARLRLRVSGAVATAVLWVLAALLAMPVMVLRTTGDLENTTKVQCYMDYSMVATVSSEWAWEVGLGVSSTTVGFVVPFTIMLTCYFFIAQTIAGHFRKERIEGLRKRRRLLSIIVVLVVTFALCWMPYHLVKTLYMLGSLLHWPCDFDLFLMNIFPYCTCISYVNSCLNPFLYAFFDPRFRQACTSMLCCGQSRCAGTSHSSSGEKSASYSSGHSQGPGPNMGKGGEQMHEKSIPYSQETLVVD
# APJ ag – agonists of human apelin receptor APJ, primary screen, CHO-K1 cells, PathHunter beta-arrestin, luminescence; P35414; 0% DMSO wells, 100% apelin; activation, % at 20 µM; actives 0.11% (n = 330,000); AID 2520, 2010;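 active means activation more than six SD over the plate average, tested at 20 µM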;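 further: 0% = DMSO alone and 100% = apelin-13 at 10 nM; some results filed as inactive read as strong as hits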
#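 assay system = CHO-K1 APJ beta-arrestin complementation cell line | input = cell density 1000 per well | dosing = compound 20 µM once, DMSO 1% | timing = compound 90 min 25 °C, reagent 1 h | measured by = luminescence from split beta-galactosidase complementation, Galacton Star/Emerald II substrate | read-out basis = APJ agonist activity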
# Mdm2-MdmX inh – inhibitors of human Mdm2-MdmX association, primary screen, cell-based, luminescence, split luciferase, SaOS-2, uHTS. Protein Mdm4 (Homo sapiens) + E3 ubiquitin-protein ligase Mdm2 (Homo sapiens), …. actives 3% (n = 330,000). SaOS-2 split-luciferase Mdm2/MdmX complementation. inhibition, % at 8 µM. AID 485346, 2010;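 active means inhibition of at least 50% at 8 µM in the primary screen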
# tim23-1 inh – growth inhibitors of tim23-1 mutant yeast, primary screen, luminescence, uHTS | inhibition, % at 20 µM | AID 463212, 2010 | actives 1.3% (n = 330,000) | S. cerevisiae tim23-1 growth, BacTiter-Glo luminescence, 24 h;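 active means growth inhibition of the mutant yeast at or above 50%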;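 further: temperature-sensitive mutant grown at 25 °C; plate controls were DMSO-treated mutant yeast for no effect and medium wells lacking yeast for full effect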
# An asterisk follows results filed as active; nt = not tested or not shown. Only part of the results is shown; the hit share may differ from the screen's.
SMILES,tim10-1 inh,CXCR6 block,TIM10 inh,XBP1 UPR activ,CHOP UPR activ,APJ antagonist,APJ ag,Mdm2-MdmX inh,tim23-1 inh
CCCCN(C)CCCN1C(=O)C2C(C(=O)Nc3cccc(OC)c3)C3C=CC2(O3)C1C(=O)NC1CCCCC1C (configuration not stated),-7,1,-21,-6,2.1,-19,-2,10,15
CC(Sc1nc2ncc(Cl)cc2[nH]1)C(=O)NC1(C#N)CCCCC1 (configuration not stated),0,-2,5,-3,-1.2,12,-1,-24,11
c1ccc2c(c1)ncn2CCOCCOCCn1cnc2ccccc21,2,-10,-3,-6,1.3,10,-2,11,-6
CCc1ccc(-c2nn[nH]n2)cc1,-7,-6,4,-1,-0.7,19,-2,-5,-8
O=C(CCN1CCCCC1)c1ccccc1,10,-9,5,-3,0.4,-21,5,-2,21
COc1ccc(S(=O)(=O)NCc2ccncc2)cc1NC(=O)c1ccc(Cl)cc1,17,-8,7,-2,-0.8,3,-2,26,20
Cc1cc(=O)[nH]c(N/N=C/c2ccc(N(C)C)cc2)n1,11,3,8,-2,2.0,-7,0,-18,-2
N#CC1=C(N)Oc2c(oc(CO)cc2=O)C12C(=O)Nc1ccc(Cl)cc12 (configuration not stated),2,-5,-7,-3,-0.2,-11,-6,-2,1
O=C(NCCc1ccc(Cl)cc1)C1CCN(c2ncccn2)CC1,-18,-10,5,-1,-0.8,11,-1,17,7
FC(F)Sc1ccc(Nc2ncnc3nc[nH]c23)cc1,28,4,34,8,4.2,-7,-2,1,23
CC1CCN(C(=O)COC(=O)CNC(=O)c2ccccc2F)CC1,12,-7,6,-1,-2.3,0,5,-3,16
O=c1[nH]c(Nc2ccccc2)cc2cc(Br)ccc12,19,-17,25,2,-1.2,-59,7,5,28
Cc1ccc(S(=O)(=O)NNC(=O)Nc2cccc3ccccc23)cc1,12,-5,-2,1,1.1,-9,-1,-21,14
CCn1c(C2CCN(Cc3ccccc3)CC2)n[nH]c1=S,-1,4,-4,-2,-0.7,-11,-2,3,10
Cc1nc2c3ccccc3nc(NNC(=O)CCC(=O)N3CCCC(C)C3)n2n1 (configuration not stated),-2,4,5,-2,-0.8,22,-4,9,8
Cc1cc(OC2CCCCC2)nc(-c2ccccc2O)n1,28,-6,-1,0,1.9,10,-2,-11,-11
CN(C)/C=c1\sc2c(C#N)cc(C(=O)c3ccc(Br)cc3)n2c1=O,8,13,12,-3,-1.6,14,-3,23,2
CN(C)S(=O)(=O)c1cccc(NC(=S)N(CCC#N)Cc2cccnc2)c1,6,2,-20,0,1.9,26,0,5,-7
CN(Cc1ccccc1)S(=O)(=O)c1ccc(Cl)c(C(=O)N2CCC2)c1,6,0,3,-5,0.5,-5,-4,18,14
Cc1cc(NC(=O)COc2ccc(Cl)cc2Cl)n(-c2ccccc2)n1,11,-1,-4,-2,-0.3,-1,-1,-1,-3
Cc1ccc(NC2=CC(=O)CC(C)(C)C2)cc1Cl,4,2,14,-2,-1.0,20,-3,0,10
COc1ccc(C2/C=C\CN(Cc3ccc(N(C)C)cc3)CC(=O)N2Cc2ccc(F)cc2)cc1 (configuration not stated),10,-11,4,0,-0.3,20,-6,20,17
O=C(/C=C/c1cccs1)N1CCC2(CC1)Oc1ccc(Cl)cc1C(=O)C21CC(c2cccnc2)=NO1 (configuration not stated),14,4,9,-2,1.2,0,13,67*,21
COC(=O)NCCOc1nc(N(C)C)nc(N(C)C)n1,17,3,8,-1,-0.6,1,1,-23,8
CCCC1C(C(=O)OCC)=C(C)NC(C)=C1C(=O)OCC,22,5,12,-4,0.3,16,-3,-9,34

# The list goes on.
SMILES,tim10-1 inh,CXCR6 block,TIM10 inh,XBP1 UPR activ,CHOP UPR activ,APJ antagonist,APJ ag,Mdm2-MdmX inh,tim23-1 inh
COc1ccc(NC(=O)C(NC(=O)Cc2cccs2)c2ccc(C)cc2)cc1 (configuration not stated),-16,0,-17,14,-0.9,14,4,16,3
Cc1ccc(CSCCC(=O)NCCc2ccc(Cl)cc2)cc1,20,-1,1,-1,-0.7,1,2,25,23
CCCCNC(=O)c1nn2c(C(F)(F)F)cc(-c3ccccc3)nc2c1Br,4,2,9,0,-1.6,-2,-3,25,16
Cc1cccc(C(=O)Nc2nnc(S(=O)(=O)N3CCOCC3)s2)c1,17,11,19,1,2.1,16,-2,19,29
CCc1cc2c(N[C@@H](Cc3c[nH]c4ccccc34)C(=O)O)ncnc2s1,3,-3,5,2,0.0,2,-2,16,1
C[C@H](CO)N1C[C@H](C)[C@@H](CN(C)Cc2ccncc2)Oc2c(NC(=O)Cc3ccccc3)cccc2C1=O,-12,9,-4,-3,2.3,5,-1,13,-6
Cc1n[nH]c(C)c1S(=O)(=O)N1CCN(C2CCCCC2)CC1,-4,8,-12,-4,-1.0,4,-6,9,-1
Cc1cc(=O)n2[nH]c(N)c(N=Nc3ccccc3F)c2n1,3,16,6,-3,3.0,21,-5,18,2
CC(C)(C)NC(=O)CSc1ncccc1-c1nc2ccccc2[nH]1,8,3,-5,-5,2.4,7,-2,25,6
COc1ccc(S(=O)(=O)Nc2cccc3c2O[C@H](CN(C)C(=O)NC(C)C)[C@@H](C)CN([C@H](C)CO)C3=O)cc1,16,-3,-7,1,0.0,-4,2,-11,-5
O=C1C=C(c2ccc(-c3ccccc3)c(F)c2)C[C@@H](c2ccc(Cl)cc2)C1,-9,-9,3,2,0.1,0,-2,-2,-20
CCN(CC)S(=O)(=O)c1ccc(C(=O)N2CCN=C2SCc2cccnc2)cc1,14,1,-22,1,-2.8,1,-4,9,-15
CC(C)(C)n1nnnc1CN1CCC(NC(=O)NC2CCCCC2)CC1,9,4,5,1,1.0,11,-2,-17,5
CCOC(=O)c1ccc(NC(=O)Cn2nnc(-c3ccccc3C)n2)cc1,15,-3,14,0,3.1,11,0,1,14
CCOC(=O)c1[nH]c2cc3c(cc2c1NC(=O)CN1CCC(C)CC1)OCO3,14,8,12,0,1.3,8,-2,11,1
O=C(NCCc1ccccc1)C1=CCN(S(=O)(=O)c2ccccc2)CC1,11,1,5,-4,0.8,6,-2,7,2
COc1cc(O)c(C(CCN2CCCC2)c2cc(OC)c(OC)c(OC)c2)c(OC)c1 (configuration not stated),5,4,-12,0,-1.1,2,3,5,-16
c1ccc(CN2CCN(c3ncnc4nc[nH]c34)CC2)cc1,10,-2,1,-2,0.8,6,-2,13,16
COc1ccc(CCNC(=S)Nc2cccc(C)c2C)cc1,31,3,23,2,-0.1,2,-3,7,50*
N#Cc1c(-c2ccco2)ccn(Cc2ccc(F)cc2)c1=O,-29,2,-10,-2,0.3,4,-1,-31,13
COc1ccc(NC(=O)c2cccnc2Nc2ccc(OC)cc2)cc1,22,-3,-2,4,-1.7,11,0,-1,16
Cc1cc(C)c2[nH]c(C(=O)N3CCC(n4nccc4NC(=O)C4CC4)CC3)c(C)c2c1,-9,1,8,-3,-2.0,7,-4,39,-1
CCC(C)(C(=O)NC1CCCCC1)N(C(=O)c1cnccn1)c1c(C)n(C)n(-c2ccccc2)c1=O (configuration not stated),13,-10,-4,1,-0.8,20,-3,19,16
O=C(OCC(=O)N1CCCCCC1)c1ccccc1Br,8,-5,11,-3,3.4,5,-3,-67,23
CSCC[C@H](NC(=O)[C@@H]1Cc2ccccc2CN1)C(=O)Nc1ccc2c(c1)OCCO2,-9,10,-11,-7,-3.8,-15,-4,15,-5

# Next section.
SMILES,tim10-1 inh,CXCR6 block,TIM10 inh,XBP1 UPR activ,CHOP UPR activ,APJ antagonist,APJ ag,Mdm2-MdmX inh,tim23-1 inh
Cc1ccc(SCC(=O)NCCSC(C)(C)C)cc1,9,2,-18,1,-0.6,-8,-2,4,11
CC(C)c1ccc(NC2CCCN(C(=O)c3cc(C(C)C)[nH]n3)C2)cc1 (configuration not stated),10,-3,3,-1,-3.2,10,3,10,18
Cc1cccc(C)c1NC(=O)CSc1nc(C2CC2)nc2ccccc12,32,1,-10,1,0.0,8,0,22,27
Cc1ccc(NCC(=O)N/N=C/c2cccc(Br)c2)cc1,-5,-6,-19,6,-0.3,2,-2,2,15
COc1ccc(C(=O)N2CCN(Cc3ccccc3C)CC2)cc1OC,9,-3,-1,-1,-1.0,8,2,2,4
CC(=O)c1cccc(NC(=O)CN2C=NS(=O)(=O)c3ccc(C)cc32)c1,3,2,-6,-2,-0.6,-2,-2,18,-8
Cn1c(=O)c2c(O)c(C=Nc3ccc(F)cc3)c(=O)n(C)c2n(C)c1=O,-3,nt,13,0,-0.3,4,2,12,6
CC(=O)NC(C)c1cc(Cl)c2cccnc2c1O (configuration not stated),41*,-7,21,-2,-1.7,-9,-2,40,53*
CCOC(=O)CSc1n[nH]c(-c2cccnc2)n1,10,-7,-14,-2,-1.4,-31,-10,21,0
CC1CCN(C(=O)CSCC(=O)O)CC1,-1,-3,-7,3,2.7,-1,-5,-27,0
Cc1nn(C)c(Oc2cccc(Cl)c2)c1C(=O)O,1,0,-3,-3,-2.3,-5,3,25,5
O=C(Nc1cccc(Cl)c1)C1=CC=CN2CCS(=O)(=O)N=C12,-12,-7,-3,-1,-0.1,12,-2,13,-1
COc1ccc(-c2csc(N=C(N)N)n2)cc1,4,8,15,4,3.9,1,0,-81,-3
Cc1c(Nc2cc(N3CCCCCC3)c3nonc3c2[N+](=O)[O-])c(=O)n(-c2ccccc2)n1C,-5,6,2,-3,-2.2,20,-9,15,5
Cc1ccc(/C=[N+](\[O-])c2ccc(N(C)C)cc2)c2nsnc12,30,1,28,3,1.3,-30,-1,-21,44
CC1(c2ccccc2)NC(=O)N(CC(=O)N(CC(=O)Nc2ccccc2C(F)(F)F)Cc2ccco2)C1=O (configuration not stated),0,-21,0,-1,1.5,29,-3,-1,1
Cc1cccc(OCC(O)Cn2c(N3CCCCC3)nc3c2c(=O)[nH]c(=O)n3C)c1 (configuration not stated),13,1,2,0,0.1,-19,-2,-20,14
O=C1CC(N2CCOCC2)C(=O)N1c1cc(Cl)cc(Cl)c1 (configuration not stated),40,-5,22,-1,-0.6,27,-5,-2,24
Nc1n[nH]c(-c2ccccc2)n1,-2,6,2,0,2.2,2,0,2,12
O=C1Nc2ccc3sc4ccccc4c3c2C1=O,14,7,5,0,0.8,3,3,-12,31
Cc1cc(C)cc(SCc2noc(C(=O)NCC3CC3)c2C(=O)NCC2CC2)c1,19,nt,27,5,0.4,21,-1,5,27
O=C1CS/C(=N/N=C/c2cccs2)N1Cc1ccc(F)cc1,-14,-4,-3,-1,-1.8,-10,-4,20,-6

# With a hit mark in Mdm2-MdmX inh (from the list above):
smiles	CXCR6 block	XBP1 UPR activ	APJ antagonist	APJ ag	Mdm2-MdmX inh
O=C(/C=C/c1cccs1)N1CCC2(CC1)Oc1ccc(Cl)cc1C(=O)C21CC(c2cccnc2)=NO1 (configuration not stated)	4	-2	0	13	67*
